Rac1 wt GTP bind: alters GTP binding to wildtype human Rac1; 0.27% of 190,000 active; AID 757; GTP binding activity (% of control), % at 10 µM; GST-Rac1 beads, fluorescent GTP binding, flow cytometry; actives lie on both sides; 0 = cold GTP competed, 100 = untreated;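 active = GTP binding activity at least 20 points away from the 100% control level, either lower or higher; inconclusive = compound flagged as likely green fluorescent, judged across all proteins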
Rac1 act GTP bind: alters GTP binding to activated mutant human Rac1; P63000; GST-Rac1 activated beads, fluorescent GTP binding, flow cytometry; actives lie on both sides; 100% means binding = to untreated wells; percent activity (GTP binding), % at 10 µM; 0.11% of 190,000 active;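 active = GTP binding at least 20 percentage points away from the 100% baseline, in either direction, so actives lie on both sides; inconclusive = Compound likely fluorescent itself, or too few beads counted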
Avidin fluor: avidin bead compound fluorescence profile; 0.38% of 220,000 active; fluorescence (KMESF) at 10 µM; Avidin beads, compound fluorescence 488/530 nm, flow cytometry; active compounds read high; in the data active = fluorescence above about 47; also: inactives centre near 10
Mcl1 Noxa PPI: Mcl-1/Noxa interaction inhibition; Q07820; TR-FRET Mcl-1/Noxa peptide binding, 2 h; 1.5% of 220,000 active; inhibition, % at 21.7 µM;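 active = compounds that cut the protein-peptide binding signal by more than 50% relative to plate controls in a single-dose test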;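 also: His-tagged Mcl-1 with rhodamine Noxa BH3 peptide and terbium anti-His antibody; 0% = Mcl-1 plus Noxa peptide wells and 100% = peptide-only wells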
Target sequence (Q07820 whole entry, looked up): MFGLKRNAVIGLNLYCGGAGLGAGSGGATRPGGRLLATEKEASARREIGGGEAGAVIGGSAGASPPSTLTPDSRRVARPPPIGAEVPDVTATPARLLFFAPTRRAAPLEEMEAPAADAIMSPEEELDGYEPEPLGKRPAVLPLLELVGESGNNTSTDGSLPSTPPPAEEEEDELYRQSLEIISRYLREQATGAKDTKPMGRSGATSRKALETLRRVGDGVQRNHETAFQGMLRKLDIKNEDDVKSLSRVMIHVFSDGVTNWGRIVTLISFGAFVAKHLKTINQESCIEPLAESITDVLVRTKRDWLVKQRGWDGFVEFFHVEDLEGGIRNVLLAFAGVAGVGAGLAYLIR
Rab2 wt GTP: changes GTP binding to wildtype dog Rab2A, up or down | P61105 | GST-Rab2 wt beads, Bodipy-GTP binding, flow cytometry | GTP binding activity, % at 10 µM | 0.19% of 190,000 active | AID 760;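 active = GTP binding activity at least 20 points away from 100%, either lowered or raised; inconclusive = signal likely due to the compound's own green fluorescence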;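 also: 0% = beads with excess unlabeled GTP and 100% = no-compound control corrected for plate trend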
Pf gametocyte: kills late stage P. falciparum gametocytes | P. falciparum stage V gametocytes, ATP luminescence, 24 h | inhibition, % at 10.9 µM | 0.065% of 150,000 active;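 active = inhibition above the mean plus 3 SD of compounds within the control limits, set per campaign, cut at about 38% in these data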;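 also: 0% = DMSO wells and 100% = medium only without gametocytes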
Cdc42 wt: human Cdc42 wildtype GTP binding change, either direction; 0.2% of 190,000 active; GST-Cdc42 beads, Bodipy-GTP binding, flow cytometry; actives lie on both sides; P60953; percent activity (GTP binding), % at 10 µM;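 active = percent activity GTP binding at least 20 points away from the 100% baseline, either down as inhibitor or up as activator; inconclusive = compound flagged as likely green fluorescent from well-wide comparison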;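 also: median bead fluorescence of bound Bodipy-FL-GTP at 100 nM; 0% = excess unlabeled GTP control and 100% = no compound control; below 100% means less GTP binding so inhibitor and above means activator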
Target sequence (P60953 whole entry, looked up): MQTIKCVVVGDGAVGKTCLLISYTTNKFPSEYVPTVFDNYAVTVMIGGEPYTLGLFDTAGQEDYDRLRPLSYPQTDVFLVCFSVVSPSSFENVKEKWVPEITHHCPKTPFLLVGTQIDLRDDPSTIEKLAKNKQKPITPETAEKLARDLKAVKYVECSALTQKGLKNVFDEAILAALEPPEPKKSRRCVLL
HRas wt GTP bind: changes GTP binding to wildtype human HRas; GTP binding activity, % at 10 µM; GST-Ras wt beads, Bodipy-FL-GTP binding, flow cytometry; actives lie on both sides; P01112; 0.14% of 190,000 active;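 active = GTP binding activity at least 20% away from the 100% baseline, either lowered as inhibitor or raised as activator; inconclusive = flagged as likely green fluorescent, judged across all proteins in the well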;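 also: 0% = unlabeled GTP competition control and 100% = no-compound control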
Target sequence (P01112 whole entry, looked up): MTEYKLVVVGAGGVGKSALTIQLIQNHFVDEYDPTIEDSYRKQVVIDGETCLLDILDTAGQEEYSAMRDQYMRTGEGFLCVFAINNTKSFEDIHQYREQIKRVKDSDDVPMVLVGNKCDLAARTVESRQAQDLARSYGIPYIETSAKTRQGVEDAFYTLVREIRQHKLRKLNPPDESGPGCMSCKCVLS
Rab7 wt GTP bind: dog Rab7 wildtype GTP binding, inhibitors and activators; GTP binding activity (percent of control), % at 10 µM; GST-Rab7 beads, fluorescent GTP binding, flow cytometry; actives lie on both sides; untreated = 100%, excess cold GTP = 0%; 0.055% of 190,000 active;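 active = fluorescent GTP binding to Rab7 beads changed by at least 20 points from the 100% baseline, either direction, mostly lower; inconclusive = compound itself probably fluorescent, or too few beads counted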;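 also: median green fluorescence of bound Bodipy-FL-GTP per Rab7 bead population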
Mcl1 Bid PPI: Mcl-1/Bid interaction inhibition | 0.97% of 220,000 active | Q07820 | inhibition, % at 21.7 µM | AID 1021 | TR-FRET Mcl-1/Bid-Dy647 peptide binding, 1536-well;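 active = compounds that cut the binding signal by more than half at the single screening dose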;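 also: His-tagged Mcl-1 with europium anti-His antibody binding Bid BH3 peptide; 0% = Mcl-1 plus peptide wells and 100% = peptide-only wells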
Mcl-1 Bim block: disrupts Bim peptide binding to human Mcl-1. Bead-based flow cytometry, Bim peptide-Mcl-1 binding. 0.1% of 190,000 active. Q07820. inhibition, % at 10 µM; in the data active = inhibition above about 40%;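 also: 0% = no compound tracer wells and 100% = peptide blocker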
* = called active by the depositor; ? = inconclusive; · = not tested or not shown; & = joins results of further samples.

SMILES	Rac1 wt GTP bind	Rac1 act GTP bind	Avidin fluor	Mcl1 Noxa PPI	Rab2 wt GTP	Pf gametocyte	Cdc42 wt	HRas wt GTP bind	Rab7 wt GTP bind	Mcl1 Bid PPI	Mcl-1 Bim block
CN(C)C(=O)Cn1c(SCC(=O)NCc2ccc3c(c2)OCO3)nc2ccccc21	101	99	8	-1	99	-14	101	100	97	-8	-3
O=C(CN1CCN(c2ccccn2)CC1)NC1CCCC1	98	98	37	-11	97	·	98	99	97	-10	-3
COC(=O)c1ccc(C(=O)OC)c(NC(=S)N2CCN(c3ccccc3)CC2)c1	97	95	18	2	97	·	97	96	95	-31	0
CCCCN1C(=O)C(CC(=O)NCC)SC1=Nc1ccccc1 (centres undefined)	92	88	6	5	91	11	90	90	93	-12	0
Cc1ccc(NC(=O)CSCC(=O)O)cc1	102	96	10	-5	95	-9	97	97	97	-10	-1
Cc1ccccc1-c1nc(CS(=O)(=O)CC(=O)NCc2ccc3c(c2)OCO3)c(C)o1	105	99	7	-3	101	·	103	103	103	-10	-3
CCc1ccc(OCC(=O)N/N=C/c2cc([N+](=O)[O-])ccc2N2CCCCCC2)cc1	104	97	7	0	95	-5	99	98	96	-18	-1
Cc1ccc2[nH]c3c(c2c1)CCNC3=O	99	97	5	7	99	-5	96	98	101	-53	-13
O=C1CC(N(C(=O)c2ccco2)c2cccc(Cl)c2)C(=O)N1c1cccc(Cl)c1 (centres undefined)	105	100	20	-5	103	17	105	103	103	-4	-1
CCCNNC(=O)C(O)(c1cccc(C)c1)c1cccc(C)c1	106	99	12	1	101	11	99	101	101	-15	0
CC(=O)Oc1ccc(NC(=O)Cc2ccccc2)cc1	97	93	16	0	95	·	97	96	97	-30	0
CC1(C)CC(NC(=S)NC2CC2)CC(C)(C)N1	101	94	7	1	98	18	98	98	100	-43	-1
COc1ccc2c(CC(=O)Nc3ccc(OC)nc3)coc2c1	97	95	25	-8	97	19	96	97	106	-23	0
CSCCC(NS(=O)(=O)c1ccc(Cl)cc1)C(=O)O (centres undefined)	98	94	12	17	97	18	95	99	102	-22	-1
CCc1ccccc1OCc1nc2ccc(S(=O)(=O)N3CCOCC3)cc2[nH]1	98	98	11	4	97	1	99	98	100	-12	-4
O=C(CSc1nnc2scc(-c3ccccc3)n12)Nc1nsc(-c2ccccc2)n1	99	98	47	-29	102	·	97	99	100	36	-2
Cc1cc2sc3ccccc3c(=O)c2c(C)c1O	96	95	9	42	99	-11	92	97	104	4	0
CCN(CC(O)CON=C1c2ccccc2-c2ccccc21)S(=O)(=O)c1ccc(Cl)cc1 (centres undefined)	99	99	10	-7	99	6	97	100	99	-27	-2
Cc1ncc(CO)c(/C=N/NC(=S)Nc2cccc(Cl)c2)c1O	91	90	9	15	95	·	98	92	94	-74	-2
O=C1CCC([N+](=O)[O-])C(c2cccc([N+](=O)[O-])c2)N1 (centres undefined)	102	96	5	1	98	-12	100	99	100	-13	-1
CCc1cc2c(=O)n(CC(C)C)cnc2s1	104	103	8	3	103	12	103	103	101	-19	-4
CCN1C(=O)CC(n2c(C)nc3ccccc32)C1=O (centres undefined)	94	95	13	-10	102	-3	97	101	100	-2	0
COc1ccc(C(C[N+](=O)[O-])c2c(-c3ccccc3)cc3ccccn23)cc1 (centres undefined)	106	101	14	20	103	-1	104	104	105	-23	-1
CN(c1ccc(F)cc1)S(=O)(=O)c1ccc2[nH]cc(C(=O)O)c(=O)c2c1	107	100	32	12	101	7	106	100	101	58*	0
N#Cc1nc(COc2ccccc2F)oc1NCCCn1ccnc1	102	98	8	22	103	·	99	102	102	-17	-6
Cc1[nH]c(=O)[nH]c(=O)c1CSc1nnc([C@H](CC(C)C)NC(=O)OC(C)(C)C)o1	96	94	6	12	94	·	95	94	96	-8	0
CCC(=O)N1CCc2cc(S(=O)(=O)N3CCc4ccccc4C3)ccc21	93	94	7	0	93	·	94	96	97	1	-11
COC(=O)c1cnc(SCc2ccc(C)cc2)n1C	96	96	10	2	96	10	96	96	98	-26	-1
CCCC(=O)n1nc(-c2ccc(C)cc2)nc1NCc1ccco1	93	93	2	-3	94	-3	92	94	95	-12	-3
COc1ccccc1N1CCN(CC(O)COc2cccc3ccccc23)CC1 (centres undefined)	102	103	7&7	28&9	104	·	103	102	100	18&0	-2&-2
C=CCNCCOc1ccc(C)cc1[N+](=O)[O-]	104	98	9	18	98	-15	101	96	98	33	-1
CCn1cc([N+](=O)[O-])c(C(=O)N2N=C(c3ccc(Cl)c(Cl)c3)CC2c2ccccc2O)n1 (centres undefined)	93	92	22	-13	95	-6	96	94	102	-3	2
CCc1nc(SCC(=O)c2cc(C)ccc2C)n[nH]1	99	96	7	8	97	3	99	99	95	2	-9
COc1ccc(CCC(=O)N(c2nnc(-c3cccnc3)s2)C(C)C)cc1	99	97	13	14	98	-24	96	100	102	14	11
CCOC(=O)C1(CCCc2ccccc2)CCN(C(=O)CCn2cncn2)CC1	96	93	8	-8	97	-11	94	97	105	-2	-3
Cc1ccc(NC(=S)Nc2c(C)n(C)n(-c3ccccc3)c2=O)cc1	102	98	14	15	98	·	99	98	95	-18	-9
COCc1ccc([C@@H]2C[C@H]3CN(Cc4cccnc4)C(=O)[C@]34CCCN24)o1	99	95	4	6	100	-8	97	99	104	-16	0
Cc1ccc(NC(=O)c2ccccc2N(C)S(=O)(=O)c2ccccc2)c(C)c1	105	102	1	6	101	6	100	99	98	2	-3
O=C1CCCCC(=O)N(c2ccccc2)c2ccccc21	99	100	7	-9	103	9	104	102	100	-17	-3
N#Cc1nc(-c2ccco2)oc1N1CCN(Cc2ccccc2)CC1	101	96	7	·	100	·	100	101	100	·	1

Some of the entries above, set out differently.
Every second line gives: Rac1 wt GTP bind, Rac1 act GTP bind, Avidin fluor, Mcl1 Noxa PPI, Rab2 wt GTP, Pf gametocyte, Cdc42 wt, HRas wt GTP bind, Rab7 wt GTP bind, Mcl1 Bid PPI, Mcl-1 Bim block
> COc1ccc(CCC(=O)N(c2nnc(-c3cccnc3)s2)C(C)C)cc1
  99, 97, 13, 14, 98, -24, 96, 100, 102, 14, 11
> Cc1ccc(NC(=O)c2ccccc2N(C)S(=O)(=O)c2ccccc2)c(C)c1
  105, 102, 1, 6, 101, 6, 100, 99, 98, 2, -3

Continuation:
SMILES	Rac1 wt GTP bind	Rac1 act GTP bind	Avidin fluor	Mcl1 Noxa PPI	Rab2 wt GTP	Pf gametocyte	Cdc42 wt	HRas wt GTP bind	Rab7 wt GTP bind	Mcl1 Bid PPI	Mcl-1 Bim block
O=C(NCc1cccs1)C1CCN(S(=O)(=O)c2ccc(Cl)cc2)CC1	103	96	11	-5	99	·	97	99	104	-9	-1
FC(F)(F)c1cccc(N/N=C/c2ccccc2)c1	103	98	10	25	98	4	98	98	99	94*	-4
O=C1CC(c2ccccc2Cl)CC(O)=C1C=Nc1ccccc1 (centres undefined)	100	99	5	3	103	4	100	101	96	-9	-2
CN(C)C(CNc1ncnc2sccc12)c1cccs1 (centres undefined)	103	94	9	3	100	·	97	98	93	6	0
CCOc1cc(/C=N/NC(N)=S)cc(Br)c1OCc1ccccc1C	104	102	6	12	102	·	104	102	100	-56	-1
COc1cc(NC(=O)COC(=O)/C=C/c2ccc(Cl)cc2Cl)cc(OC)c1	96	98	1	1	96	-24	99	98	96	-2	-2
CC(C)CNC(=O)c1ccccc1-c1ccccc1C(=O)O	106	100	5	6	107	-42	105	105	105	9	-3
N#Cc1cnn2c1nc(N1CCOCC1)c1ccccc12	106	97	20	7	100	-4	101	99	97	-15	-2
O=C(Oc1ccccc1/C=C\C(=O)c1cc2ccccc2o1)c1cccc(F)c1	101	101	14	3	96	·	97	95	95	-6	-7
Nc1nonc1OCCOCCOCCOc1nonc1N	95	92	24	3	97	10	97	96	102	-6	-1
O=C(C[n+]1cc(-c2ccccc2)n2c1CCCCC2)c1ccc(Cl)cc1	100	96	7	15	97	9	99	97	95	-14	3
O=C(NCc1ccco1)C1CC2CCC1C2 (centres undefined)	95	97	9	3	100	-6	100	97	94	-14	0
Nc1c(C2=NCCO2)nnn1Cc1ccccc1	97	98	2	-4	98	13	97	98	96	13	-3
Cn1c(C(=O)N2CCCC(C(=O)c3ccc(C(F)(F)F)cc3)C2)cc(=O)n(C)c1=O (centres undefined)	100	96	15	5	96	-9	96	101	100	-18	-2
COc1ccc(N(C(=O)CNC(=O)c2cccs2)C(C(=O)NCC2CCCO2)c2ccccc2)cc1OC (centres undefined)	100	102	10	12	102	-2	97	98	98	-20	-5
COc1ccccc1NS(=O)(=O)c1ccc(O)c(C(N)=O)c1	94	93	14	8	94	·	97	98	92	24	-1
COc1cc(OC)c2c(C)cc(=O)oc2c1	100	97	34	-6	96	·	99	97	94	14	4
CC1CN(C(=O)CN2C(=O)NC3(CCCCCCC3)C2=O)CC(C)O1 (centres undefined)	105	98	12	3	101	15	101	103	100	-20	-3
COc1cc(CNC(=O)c2nc(Cn3nc(C)c(Br)c3C)no2)cc(OC)c1	100	98	6	-9	99	·	97	99	103	3	0
COCc1c(C(=O)Nc2ccc(Cl)cc2F)oc2ccccc12	91	94	12	-3	96	4	92	97	101	-17	-3
CSCCC(NC(=O)c1cccc([N+](=O)[O-])c1)c1nc2ccccc2[nH]1 (centres undefined)	102	100	4	-1	96	-5	102	99	99	-17	-6
c1ccc(CCNc2ncnc3ccccc23)cc1	99	99	11	4	102	-3	100	102	104	-11	-1
COc1ccc(N2CCN(C(=O)CSc3nnc4c5cc(C)ccc5n(C)c4n3)CC2)cc1	?	?	13	41	?	·	?	?	?	-61	0
O=C(O)c1cc2cc(F)ccc2[nH]1	104	100	7	3&17	100	·	106	98	98	4&1	-3
COc1ccc(C(=O)CSc2nnc3ccc(-c4ccccn4)nn23)cc1	94	93	9	-25	95	8	93	95	96	-8	0
O=C(/C=C1\SC(=O)N(CC(=O)Nc2ccc(F)cc2)C1=O)Nc1ccc(Cl)cc1	103	101	13	17	98	-37	102	100	98	-3	-3
Cc1ccc(-n2nc3c(c2NC(=O)C(C)(C)C)CSC3)c(C)c1	100	99	33	11	99	·	102	100	99	-26	-1
O=C(CCCOc1ccc(Cl)cc1Cl)N1CCN(c2ccccn2)CC1	97	96	15	16	96	-18	98	98	98	-6	0
CC(C)(C)c1nnc(N/N=C/c2cc(Br)ccc2O)n(N)c1=O	100	100	12	-18	101	·	99	101	98	-19	0
O=C(OCC(=O)c1c[nH]c2ccccc12)c1ccc(Br)o1	99	98	10	15	95	·	103	98	91	-8	0
O=C(N/N=C/c1c[nH]c2ccccc12)c1cc(-c2cccc3ccccc23)n[nH]1	103	96	18	11	97	3	102	100	97	1	-6

Source: PubChem
